Bioassay records as filed in PubChem.
SRC3 TRFRET art – TR-FRET detection interference compounds, artefact control for PPARgamma SRC-3 recruitment agonists, biochemical, TR-FRET ratio; TR-FRET artefact counter-screen, PPARgamma/SRC-3 format; hits give high values; TR-FRET ratio at 8 µM; 99,000 tested, 0.39% active; AID 1048, 2008; in the data active = TR-FRET ratio above about 2000; note: inactives centre near 1600
SRC1 TRFRET art – TR-FRET detection interference compounds, primary screen, artefact control for PPARgamma SRC-1 recruitment agonists, biochemical, TR-FRET emission ratio; AID 1051, 2008; 99,000 tested, 0.34% active; TR-FRET ratio at 8 µM; TR-FRET detection artefact counter-screen; hits give high values; in the data active = TR-FRET ratio above about 2300; note: inactives centre near 1800
The depositor's hits bear a star. These rows are one share of the data, so the mix of outcomes need not match the whole.

A first look (5 entries):
Compound	SRC3 TRFRET art	SRC1 TRFRET art
CC(C)c1ccc(/C=C2\Oc3c(ccc(O)c3CN3CCN(C)CC3)C2=O)cc1	1653	1992
O=C(CCc1ccccc1)NCCc1cccs1	1444	1537
COCCN=C1Sc2nc3ccc(C)cc3cc2CN1Cc1cccs1	1576	2061
COc1ccc(C2C(C#N)=C(C)NC(C)=C2C(=O)OC(C)C)c(OC)c1 (centres undefined)	1589	1739
CCn1ncc(C(=O)Nc2ccccc2C)c1C	1572	1886

Results, repeating the preview:
Compound	SRC3 TRFRET art	SRC1 TRFRET art
CC(C)c1ccc(/C=C2\Oc3c(ccc(O)c3CN3CCN(C)CC3)C2=O)cc1	1653	1992
O=C(CCc1ccccc1)NCCc1cccs1	1444	1537
COCCN=C1Sc2nc3ccc(C)cc3cc2CN1Cc1cccs1	1576	2061
COc1ccc(C2C(C#N)=C(C)NC(C)=C2C(=O)OC(C)C)c(OC)c1 (centres undefined)	1589	1739
CCn1ncc(C(=O)Nc2ccccc2C)c1C	1572	1886
CN(C)/C(Cn1cncn1)=C1/N=C(c2ccccc2)OC1=O	1871	2057
CC1CCCN(Cc2csc(N)n2)C1 (centres undefined)	1355	1643
O=C(NC(Cc1c[nH]c2ccccc12)C(=O)O)/C(=C/c1ccc2c(c1)OCO2)NC(=O)c1ccccc1 (centres undefined)	1846	2138
CCOC(=O)COc1c(Cl)cc(C2NC(=S)NC(c3ccccc3)=C2C(C)=O)cc1OC (centres undefined)	1628	1756
Nc1c(Cl)cc(NC(=O)c2ccccc2C(=O)O)cc1Br	1594	1717
CC(=O)Nc1ccc(NC(=O)COc2ncnc3ccccc23)cc1	1519	1731
CCCN(CC(=O)Nc1ccc(OC)c(OC)c1)CC(=O)Nc1ccc(F)c(F)c1F	1564	1873
CC(=O)c1ccc(NC(=O)CC2Nc3cccc4cccc(c34)NC2=O)cc1 (centres undefined)	1753	1734
Cc1ccc(C(=O)NC(=O)OCCn2c(C)cnc2[N+](=O)[O-])cc1	1614	1582
CCC(CC)C(=O)NCCc1cc2c(C)ccc(C)c2[nH]c1=O	1416	1860

The listing continues:
Compound	SRC3 TRFRET art	SRC1 TRFRET art
O=C(CNC(=S)N(Cc1ccccc1F)C1CCCCC1)NCCN1CCOCC1	1378	1488
Cc1cc([N+](=O)[O-])ccc1NCc1ccco1	1761	1567
COc1ccc(C(=O)NNC(=S)Nc2ccccc2)cc1	1546	1774
CC(=O)Nc1cc(Cl)ccc1OS(=O)(=O)c1ccc(C)cc1	1489	1893
CC12CCC(C(=O)N(c3ccccn3)c3ccccn3)(OC1=O)C2(C)C (centres undefined)	1627	1812
COc1ccc(/C=C(\NC(=O)c2ccccc2)C(=O)NNC(=O)CCN2CCOCC2)cc1	1643	1605
Oc1ccc(N=Nc2n[nH]c(-c3ccccc3)n2)cc1	1772	2097
Cc1oc(-c2ccccc2)cc1C(=O)Nc1cccc(/C=C/C(=O)O)c1	1533	1808
CCN(CC)S(=O)(=O)c1cccc(-c2nnc(SCC(N)=O)n2C)c1	1474	1763
O=C(NCc1ccco1)C(=O)c1cn(CC(=O)N2CCCCC2)c2ccccc12	1640	1712
CCCOC(=O)C1C2C=CC3(CN(c4ccc(Cl)c(F)c4)C(=O)C13)O2 (centres undefined)	1503	1820
C=CCNC(=O)NC(=O)CSc1nc2cc([N+](=O)[O-])ccc2n1-c1cccc(C(F)(F)F)c1	1805	1843
Cc1cc(C(=O)OCC(=O)NC(C)c2ccccc2)c(C)o1 (centres undefined)	1479	1575
O=C(N/N=C/c1ccccc1OC(=O)c1ccc2c(c1)OCO2)c1ccccc1	1610	1677
COc1ccc(CCNC(=O)c2ccc3c(c2)OCCO3)cc1	1386	1823

Further entries follow.
Compound	SRC3 TRFRET art	SRC1 TRFRET art
COCCCNC(=O)COc1ccc(Br)cc1Cl	1577	1826
Cc1cccc(C)c1NC(=O)C1(N(Cc2ccco2)C(=O)CC2NC(=O)NC2=O)CCCCC1 (centres undefined)	1777	1546
O=C(CCc1ccccc1)Nc1ccc2ccccc2n1	1622	1731
NC(=O)COC(=O)CCSc1ccc(Cl)cc1	1761	1864
O=C(O)CCNC(=O)C12CC3CC(CC(C3)C1)C2	1584	1830
Cn1cc(CN2CCCC(C(=O)c3cccs3)C2)c(-c2cccc(Cl)c2)n1 (centres undefined)	1593	1790
CNc1nc(-c2ccc3c(c2)CCN3C(=O)CC(C)(C)C)c(C)s1	1597	1976
CC1(C)C(=O)OC(/C=C\c2ccccc2)C(C)(C)C1=O (centres undefined)	1463	1855
CCCCCCCCCCCCCCCC[n+]1ccc(C(N)=O)cc1	1741	1872
COc1ccc(NC(=O)NN2CCOCC2)cc1OC	1531	1830
CSc1ccccc1NC(=O)CN(C)CC(=O)Nc1c(F)cccc1F	1678	1784
O=S(=O)(O)C1CCNCC1	1797	1779
COc1cc(C(=O)Nc2ccc(Cl)c([N+](=O)[O-])c2)cc(OC)c1OC	1625	1725
O=C(O)c1csc(N/N=C/c2ccc(Br)cc2)n1	1712	1714
C=CCSC1=Nc2cc(OC)c(OC)cc2C2=NC(=O)CN12	1730	1868

Continued:
Compound	SRC3 TRFRET art	SRC1 TRFRET art
CCN1CCN(CC(=O)N2N=C(c3cccs3)CC2c2ccc(OC)c(OC)c2)C(=O)C1=O (centres undefined)	1328	1559
CC(=O)c1cc(C(=O)N2CCc3c([nH]c4ccccc34)C2CC(C)C)[nH]n1 (centres undefined)	1617	1811
CC(C)CN(C(=O)COC(=O)CNC(=O)c1ccc(Cl)cc1)C1CCS(=O)(=O)C1 (centres undefined)	1333	1626
CCOCCCNCc1ccc(Cl)cc1	1680	1715
O=C(O)c1cnn2c(-c3ccc(F)cc3)ccnc12	1419	1644
Cc1ccccc1C(=O)Nc1cc(S(=O)(=O)N2CCCCC2)ccc1N1CCN(C)CC1	1527	1656
Cc1nc2ccc(C(=O)Nc3cccc([N+](=O)[O-])c3)cc2s1	1554	1902
COc1cccc(CC(=S)N2CCOCC2)c1	1669	1962
Cc1cc(O)cc2c(=O)c3ccccc3sc12	1427	1850
Cc1nn(C(=O)c2ccco2)c(C)c1Sc1ccc([N+](=O)[O-])cc1	1671	1557
C=CCOc1c(Cl)cc(CNn2cn[nH]c2=S)cc1OC	1785	1962
O=C(Cc1cccs1)NCCc1cn2ccccc2n1	1399	1755
Cc1ccc(/C=C/C(=O)Nc2cc(=O)n(C)c(=O)n2C)o1	1743	2004
CCNC(=S)Nc1ccc(OC(F)(F)F)cc1	1675	1772
Cc1ccc(C)c(NCC(O)c2ccccc2)c1 (centres undefined)	1781	1978

The list goes on.
Compound	SRC3 TRFRET art	SRC1 TRFRET art
Cc1nc(SCc2ccc(OCCC(C)C)cc2)n[nH]1	1679	1786
CCOc1ccc(CCNC(=O)COC(=O)c2cc(OC)cc(OC)c2)cc1OCC	1636	1635
Cc1c(C(=O)Nc2nc3ccccc3[nH]2)oc2ccc(Br)cc12	1569	1873
COc1ccc(C)cc1NC(=O)NC(C)c1ccncc1 (centres undefined)	1556	1823
Cc1cccc(C)c1NC(=O)CSc1cc(C(=O)c2nccn2C)c2ccccc2n1	1405	1749
O=C(/C=C/c1ccco1)Nc1ccc2nc3n(c(=O)c2c1)CCCC3	1777	1968
O=C(Nc1ccccc1)/C(=C1\CCCN1)[N+](=O)[O-]	1638	1773
COc1ccc(C)cc1NC(=S)Nc1ccccc1SC	1434	1551
Cc1ccc(C)c(NC(=O)c2ccccc2NS(=O)(=O)c2cc([N+](=O)[O-])ccc2C)c1	1628	1826
COc1cc(SC)ccc1C(=O)Nc1ncc(C)s1	1566	1850
CC(=O)c1ccc(NC(=O)c2cnsn2)cc1	1671	1677
N#CC1=C(S)N(c2ccccc2)C(c2ccc(-c3cc(Cl)ccc3Cl)o2)NC1=O (centres undefined)	1733	1956
Cc1cc(OCC(=O)NC(C)c2ccccc2)ccc1[N+](=O)[O-] (centres undefined)	1569	1896
COc1cccc2c1OC1(C)CC2NC(=O)N1c1cccc(C(=O)N2CCN(c3ccccc3)CC2)c1 (centres undefined)	1406	1854
O=C(CCN1C(=O)C2C3CC(C(Br)C3Br)C2C1=O)OCC(=O)c1ccccc1 (centres undefined)	1611	1678

(cont.)
Compound	SRC3 TRFRET art	SRC1 TRFRET art
CCN1C(=O)C(CC(=O)Nc2ccc(F)cc2)N(Cc2ccc3c(c2)OCO3)C1=S (centres undefined)	1682	2117
CCC(C)(C)NC(=O)COc1ccc(OCc2ccccc2)cc1	1487	1835
CNC(=S)N(Cc1cc2cc(OC)c(OC)cc2[nH]c1=O)C1CCCC1	1522	1478
CCN1CCN(CC(=O)Nc2ccc(Cl)c(S(=O)(=O)N(C)C)c2)CC1	1519	1903
Cc1ccc(NC2=CC(=O)CC(c3ccc(Cl)cc3)C2)cc1 (centres undefined)	1708	1574
CCOc1ccc(N(CC(=O)N/N=C/c2cc(Br)c(C)o2)S(C)(=O)=O)cc1	1541	1943
[O-]/C(=C(\C(=S)NCCN1CCOCC1)[n+]1ccccc1)c1ccc(Cl)s1	1575	1808
O=C(NC1CCCCC1)C(c1ccc(O)c(O)c1)N(C(=O)Cn1nnc2ccccc21)c1cccc(O)c1 (centres undefined)	1641	1806
Cc1cc(Cl)ccc1Oc1ccccc1C(=O)CC#N	1608	1694
CS(=O)(=O)n1nc(-c2cccnc2)nc1NCc1ccccc1	1924	1856
c1ccc2c(C3=NNC(=NC4CC4)SC3)c[nH]c2c1	1522	1633
COc1ccccc1NS(=O)(=O)c1cc(NC(=O)Nc2cccc(C)c2)ccc1N1CCCCC1	1580	1679
COc1ccccc1N1CCN(C(=O)c2ccc3nc[nH]c3c2)CC1	1544	2015
CN(c1ccc(OCC(=O)OCC(=O)Nc2c(F)c(F)c(F)c(F)c2F)cc1)S(=O)(=O)c1ccc(F)cc1	1477	1655
CCOc1ccccc1C1CC(c2cccc(NS(C)(=O)=O)c2)=NN1C(=O)c1ccccc1 (centres undefined)	1547	1912

Among those listed so far, three have a cyano group.
Compound	SRC3 TRFRET art	SRC1 TRFRET art
COc1ccc(C2C(C#N)=C(C)NC(C)=C2C(=O)OC(C)C)c(OC)c1 (centres undefined)	1589	1739
N#CC1=C(S)N(c2ccccc2)C(c2ccc(-c3cc(Cl)ccc3Cl)o2)NC1=O (centres undefined)	1733	1956
Cc1cc(Cl)ccc1Oc1ccccc1C(=O)CC#N	1608	1694

The results go on:
Compound	SRC3 TRFRET art	SRC1 TRFRET art
Cn1cc(CN2CCC[C@H]2CO)c(-c2cccc(Cl)c2)n1	1624	1739
CC1SC(C)C(=O)N(CC(=O)NCc2ccc(F)cc2)C1=O (centres undefined)	1490	1659
COc1cc2c(cc1OC)C(=O)Cc1ccc3c(c1CN(C)CC2)OCO3	1726	1837
CCN1C(=O)C(CC(=O)Nc2cccc(C(C)=O)c2)S/C1=N\c1ccccn1 (centres undefined)	1428	1602
Cc1onc(-c2c(Cl)cccc2Cl)c1C(=O)c1c[nH]c(C(=O)NCC2CCCO2)c1 (centres undefined)	1578	1907
COCCSc1nnc(NC(=O)CSc2ccccc2)s1	1635	1994
COc1cc(OC)cc(C(=O)NCCSC2CCCCC2)c1	1446	1828
O=C(Cc1ccccc1)NN1C(=O)/C(=C/c2ccccc2C(=O)O)SC1=S	1621	1873
CS(=O)(=O)Nc1ccc(S(=O)(=O)NC2CCCCC2)cc1	1602	1773
C=CCOc1c(Br)cc(CNc2ccc(NC(=O)C(C)C)c(OC)c2)cc1OCC	1643	1801
CCCSc1nc2cc(OC)c(OC)cc2c(=N)n1CCCN1CCOCC1	1571	1718
Oc1cccc(NC(=S)Nc2cccnc2)c1	1386	2142
CCOc1ccc(OCC)c(S(=O)(=O)N2CCCCC2)c1	1519	2004
CCn1cc(/C=C/C(=O)c2ccc(O)cc2)c(C)n1	1522	1881
CCN(CC)S(=O)(=O)c1ccc(C(=O)NCc2n[nH]c(=S)n2-c2ccc(Cl)c(Cl)c2)cc1	1523	1749

Next section.
Compound	SRC3 TRFRET art	SRC1 TRFRET art
Cc1cc(Br)cc2c1NC(=O)C2(O)CC(=O)c1ccco1 (centres undefined)	1545	1929
CN(C)C(=O)/C(=C\c1cccc(Oc2ccccc2)c1)NC(=O)c1ccccc1	1704	1837
O=C(COC(=O)C1CCN(S(=O)(=O)c2ccc3c(c2)OCCO3)CC1)Nc1cccc2ccccc12	1665	1544
COc1ccc(C(c2sc3nc(C)nn3c2O)N2CCC(O)CC2)cc1OC (centres undefined)	1600	1632
CCN(CC)S(=O)(=O)c1cc(NC(=O)CSc2nccn2C)ccc1C	1266	1787
CCC(=O)N1c2ccccc2NC2=C(C(=O)CCC2)C1c1ccco1 (centres undefined)	1513	1686
CCCCCC(=O)NC(=S)Nc1ccc(N2CCOCC2)cc1	1619	2198
CCCC[C@H](CN(N=O)[C@@H](Cc1ccccc1)CN(C)N=O)N(CCc1ccccc1)N=O	1710	1869
